rCAG RNA binder: molecules binding r(CAG) RNA repeats; r(CAG) RNA repeat, TO-PRO-1 dye displacement fluorescence; hit rate 1.3% among 370,000; inhibition, % at 3 µM;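 active = inhibition above the plate cutoff, the mean of all test compounds on that plate plus 3 SD, cut at about 35% in these data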;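 also: 0% = DMSO alone and 100% = 100 µM mitoxantrone as full dye displacement; higher means more dye released from RNA so lower well fluorescence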
Rev-erbA mod: modulators of human Rev-erb alpha DNA binding; P20393; Rev-erbα–FITC-DNA binding, fluorescence polarization, 90 min; activity, % at 10 µM; hit rate 0.79% among 370,000; AID 1259318;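 active = activity above about 14%, limit read from the data; passing the limit was not always enough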;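 also: 0% = DMSO wells with 35 nM protein and 100% = DMSO wells with 750 nM protein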
PRMT1 FP inh: inhibitors of human PRMT1; recombinant PRMT1, activity-based probe fluorescence polarization; Q99873; AID 652257; inhibition, % at 2.79 µM; hit rate 1.3% among 370,000;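 active = inhibition above about 21% made by adding two undisclosed values, limit read from the data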
Target sequence (Q99873 whole entry, looked up): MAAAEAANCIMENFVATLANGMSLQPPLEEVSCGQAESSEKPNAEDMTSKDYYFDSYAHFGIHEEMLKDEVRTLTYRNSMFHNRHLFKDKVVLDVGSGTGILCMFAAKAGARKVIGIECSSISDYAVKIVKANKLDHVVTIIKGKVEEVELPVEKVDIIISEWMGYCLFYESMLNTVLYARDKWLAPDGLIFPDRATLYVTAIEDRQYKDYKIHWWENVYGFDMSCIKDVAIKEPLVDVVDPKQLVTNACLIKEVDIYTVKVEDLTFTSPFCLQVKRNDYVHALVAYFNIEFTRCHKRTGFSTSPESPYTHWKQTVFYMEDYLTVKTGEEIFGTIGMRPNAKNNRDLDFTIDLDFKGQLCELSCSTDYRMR
LEDGF integ inh: blocks HIV-1 LEDGF/p75-dependent DNA integration. TR-FRET IN-LEDGF/p75 DNA integration, Eu/Cy5. inhibition, % at 3.7 µM. hit rate 0.64% among 370,000. AID 743269;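 active = inhibition above the screen-wide mean plus 3 SD, cut at about 13% in these data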;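 also: signal is the Cy5 over europium emission ratio at 671 and 618 nm; 0% = plate median of compound wells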
SIAE primary: human SIAE inhibition, primary screen; SIAE FP-Rh probe binding, fluorescence polarization; inhibition, % at 9.66 µM; hit rate 0.69% among 370,000;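 active = inhibition above a cutoff: mean of compounds within the control limits plus 3 SD of those, cut at about 17% in these data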;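 also: 0% = plate median of compound wells and 100% = probe without SIAE protein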
Target sequence (Q9HAT2 whole entry, looked up): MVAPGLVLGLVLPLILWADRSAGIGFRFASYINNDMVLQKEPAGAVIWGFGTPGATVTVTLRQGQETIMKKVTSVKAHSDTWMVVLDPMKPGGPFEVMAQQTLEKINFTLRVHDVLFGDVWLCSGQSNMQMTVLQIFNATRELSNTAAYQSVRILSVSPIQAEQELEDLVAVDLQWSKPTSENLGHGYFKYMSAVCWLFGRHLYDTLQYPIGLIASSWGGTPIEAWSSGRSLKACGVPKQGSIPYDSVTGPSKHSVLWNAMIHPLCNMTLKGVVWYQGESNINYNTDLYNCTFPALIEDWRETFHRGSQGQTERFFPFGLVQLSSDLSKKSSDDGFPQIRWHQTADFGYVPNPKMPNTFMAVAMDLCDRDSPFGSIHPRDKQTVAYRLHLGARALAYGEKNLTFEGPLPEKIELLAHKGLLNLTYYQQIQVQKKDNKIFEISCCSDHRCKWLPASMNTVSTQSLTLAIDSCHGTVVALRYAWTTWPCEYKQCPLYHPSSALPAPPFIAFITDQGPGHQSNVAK
PG9 Ab binder: PG9 antibody binding by small molecule; TR-FRET gp120-PG9 antibody binding; inhibition, % at 6.7 µM; hit rate 0.43% among 360,000; AID 624416; in the data active = inhibition above about 8.5%
HTRA1 inh: blocks human HTRA1 serine peptidase. recombinant HTRA1, FP-rhodamine activity-based probe, fluorescence polarization. inhibition, % at 5.96 µM. hit rate 0.5% among 340,000. Q92743. AID 504803; in the data active = inhibition above about 36%;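 also: 0% = enzyme with DMSO and 100% = wells lacking enzyme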
TCR-CD3 inh: inhibitors of human TCR-CD3 interaction. AID 651800. hit rate 0.37% among 360,000. inhibition, % at 9.4 µM. TAMRA-labeled TCR probe fluorescence, biochemical; in the data active = inhibition above about 19%;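 also: recombinant mutant TCR 2C K166C tagged with TAMRA read by polarization; 0% = receptor in buffer alone and 100% = receptor with positive control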
TDP2 inh: TDP2 (human) inhibition, absorbance primary screen. recombinant TDP2, T5PNP hydrolysis, p-nitrophenol absorbance 415 nm. inhibition, % at 12.8 µM. hit rate 0.34% among 370,000. AID 720702;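 active = inhibition above the mean of all tested compounds plus 3 SD, set per campaign, cut at about 25% in these data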;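 also: 0% = DMSO with enzyme and 100% = buffer with substrate but no TDP2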
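System: recombinant human TDP2 / Amount: 120 nM TDP2 per well / Also added: 5 mM T5PNP chromogenic substrate / Doses: 12.8 µM single point, 1% DMSO / Incubation: 2 h at 37 °C / Detection: p-Nitrophenol epi absorbance / Evaluation: % inhibition relative to enzyme-containing and enzyme-free wells / Repeats: singlicate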
ABHD4 inh: inhibitors of mouse ABHD4; Q8VD66; purified mABHD4, FP-Rh probe fluorescence polarization; inhibition, % at 8.92 µM; hit rate 0.54% among 370,000; AID 720543;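 active = inhibition exceeding the mean over every tested compound plus 3 SD, cut at about 30% in these data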;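 also: 0% = plate median of compound wells and 100% = S159A mutant with DMSO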
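Assay system: mouse ABHD4 enzyme, wild type / Also added: fluorescent activity-based probe FP-Rh / Doses: single nominal dose of 8.92 µM, 0.89% DMSO final / Timing: 45 min compound pre-incubation plus 60 min probe step, 25 °C / Signal: FP readout, ex 525 nm / em 598 nm / Control set: S159A mutant/DMSO as 100%, compound-well median as 0%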
Starred values were filed as active, the others as inactive; . = not tested or not shown. The list is partial (hit frequency here may not be typical).

SMILES	rCAG RNA binder	Rev-erbA mod	PRMT1 FP inh	LEDGF integ inh	SIAE primary	PG9 Ab binder	HTRA1 inh	TCR-CD3 inh	TDP2 inh	ABHD4 inh
Cc1ccc(S(=O)(=O)Cc2ccc(C(=O)NCCCN3CCCC3=O)o2)cc1	0	-1	6	-1	-2	0.8	-4	-5	-2	-2
C[C@@H](NS(=O)(=O)c1ccc(Br)cc1F)[C@@H](O)c1ccccc1	3	11	-2	3	0	0.7	1	-7	-8	-5
CCOC1=C2[C@@H](CN(S(=O)(=O)c3ccc(C)cc3)[C@H]2c2ccc(CC)cc2)[C@H]2C(=O)N(c3ccccc3)C(=O)[C@H]2C1	7	2	5	-2	-6	1.0	.	-6	11	-1
COc1ccc(NC(=O)CCCn2c(=O)c3sccc3n(Cc3cccc(C)c3)c2=O)cc1	-3	7	1	3	-2	0.9	0	-5	-8	1
Cc1cc(C)n(-c2ccc(Cl)c(C(=O)OCC(=O)N3CCCCC3C)n2)n1 (stereo not given)	-5	0	0	4	0	-1.9	-1	1	0	4
Cc1cccc(C)c1NC(=O)CNC(=O)c1ccncc1	3	3	-3	5	-8	-1.2	-5	0	-22	-1
Cc1cc(-c2nnc(SCCC(=O)Nc3ccccc3)o2)no1	3	-3	3	0	7	-1.8	1	0	8	1
Cn1c(-c2ccc(N)cc2)nc2ccccc21	3	0	-3	0	-7	2.0	5	6	6	10
CCOc1ccc(C(=O)NC(C(=O)N2CCC2)C(C)C)cc1 (stereo not given)	-8	-3	-4	-2	-8	2.8	-2	-2	-10	7
COc1ccc(S(=O)(=O)NCCSCc2ccc(Cl)cc2)cc1NC(C)=O	0	0	7	-4	0	0.8	-20	-4	-3	-7
COc1ccc(NC(=O)Cn2cc(C(=O)C3CC3)c3ccccc32)cc1	3	3	6	-2	0	0.8	3	-4	13	2
Cc1ccccc1-c1nc(CS(=O)(=O)CC(=O)NCCCN2CC(C)CC(C)C2)c(C)o1 (stereo not given)	1	0	-1	0	-4	0.6	0	1	5	12
CCSc1nc2c(cnn2-c2ccccc2)c(=O)n1N	-2	-1	0	-2	0	-0.2	.	11	-1	-5
CC(C)(C)NC(=O)c1cc([N+](=O)[O-])ccc1N1CCCCC1	0	-1	2	-5	7	-0.5	3	-7	-4	9
CS(=O)(=O)Nc1ccc(C(=O)Nc2ccc(S(=O)(=O)Nc3nccs3)cc2)cc1	7	-6	4	-3	1	-1.5	0	0	3	2
COc1ccc(CNC(=O)/C=C/c2cc([N+](=O)[O-])ccc2OC(F)F)cc1OC	6	0	1	-3	2	0.1	-7	5	9	-9
CC(OC(=O)CCCSc1nc2ccccc2s1)C(=O)NC(N)=O (stereo not given)	0	-8	-1	3	17	0.3	2	6	-5	6
O=C(NCC(=O)N1CCN(Cc2c(F)cccc2Cl)CC1)c1cccc(Cl)c1	-8	0	2	-5	2	0.3	-12	-7	-8	-1
COc1ccc(-n2ccc(=O)c(C(=O)Nc3ccc(S(=O)(=O)Nc4nccs4)cc3)n2)cc1	18	-8	-2	1	-34	-1.5	1	2	-17	-9
Cc1cccc(CCNC(=O)C2CCC(CNc3c(N4CCCC4)c(=O)c3=O)CC2)c1 (stereo not given)	0	-1	4	2	1	1.1	-3	-1	-6	-2
COc1ccccc1C(c1nnnn1C(C)(C)C)N1CCN(Cc2ccccc2)CC1 (stereo not given)	-8	-9	0	8	5	-1.9	-5	5	0	8
Cc1ccc(-n2c(COc3ccccc3)nnc2SCC(=O)O)cc1	8	0	1	1	-2	1.1	4	3	-4	0
COc1ccc2[nH]c(C)c(C(=O)CN(C)C)c2c1	1	3	1	2	-1	-1.6	2	6	-3	2
CN1CCC23c4ccccc4NC1C21CCN(C)C3Nc2ccccc21	0	6	1	0	8	2.0	-3	-7	0	-2
COc1ccc(C2C([N+](=O)[O-])=C(C)N(C)C(=O)N2C)cc1OC (stereo not given)	-2	-3	-2	2	10	-0.9	-1	5	-6	2

Some entries already given with just LEDGF integ inh and rCAG RNA binder:
SMILES | LEDGF integ inh | rCAG RNA binder
COc1ccccc1C(c1nnnn1C(C)(C)C)N1CCN(Cc2ccccc2)CC1 (stereo not given) | 8 | -8
Cc1ccc(-n2c(COc3ccccc3)nnc2SCC(=O)O)cc1 | 1 | 8
COc1ccc2[nH]c(C)c(C(=O)CN(C)C)c2c1 | 2 | 1
CN1CCC23c4ccccc4NC1C21CCN(C)C3Nc2ccccc21 | 0 | 0

Following part:
SMILES	rCAG RNA binder	Rev-erbA mod	PRMT1 FP inh	LEDGF integ inh	SIAE primary	PG9 Ab binder	HTRA1 inh	TCR-CD3 inh	TDP2 inh	ABHD4 inh
CC(C)(C)NC(=O)NCc1cccnc1	-3	-4	8	-7	-5	0.1	7	-2	-9	-13
O=C(O)c1cc(=O)[nH]c2c(Cl)cccc12	2	-2	0	1	-9	-1.5	-4	-2	-8	-1
CCN(CC)c1ccc(/C=N/NC(=O)CN2CCCc3ccccc32)cc1	6	1	-2	0	12	-2.0	11	-1	-3	7
COc1cc(C(=O)Nc2c(C)cc(C)cc2C)c(-n2cnnn2)cc1OC	-4	-4	4	-3	12	2.8	-2	0	5	10
Cc1ccc2nc(-c3ccc(NC(=O)CSc4nc(N)cc(=O)[nH]4)cc3)sc2c1	5	4	-7	0	-41	0.4	-27	12	-11	-26
Cc1c(NC(=O)C(C)OC(=O)[C@@H](NC(=O)c2ccccc2)C(C)C)c(=O)n(-c2ccccc2)n1C (stereo not given in full)	-5	1	-1	2	0	-1.9	-1	1	1	3
O=C(CSc1ccc2c(c1)OCCO2)NCCN1C(=O)CSC1=O	2	3	5	-1	-1	-0.8	-5	2	-13	2
O=C(O)c1ccc(CNC(=S)Nc2ccccc2)cc1	1	-2	-3	6	8	-1.1	2	7	3	1
COc1ccc(OCc2nnc(SCC(=O)O)n2N)cc1	5	-3	-1	-1	0	0.0	-4	-6	-12	-10
Cc1ccccc1CN1CCCC(C(=O)Nc2ccccc2Oc2cccnc2)C1 (stereo not given)	-6	2	4	3	6	1.5	-10	-10	0	-3
CC(C)c1nnc(SCC(=O)N2CCc3ccccc32)n1C	-1	1	0	2	1	1.6	4	-5	1	5
O=C(OCc1ccccc1)C1=[N+]([O-])OC(C(=O)OCc2ccccc2)C1c1c[nH]c2ccccc12 (stereo not given)	8	1	-1	-1	-4	0.0	2	-5	1	0
O=C(Nc1cc(S(=O)(=O)N2CCCC2)ccc1Cl)c1ccncc1	-2	-5	-2	0	8	-0.4	-2	0	0	5
CCc1cc(=O)oc2c(C)c(OCC(=O)N3CCCc4ccccc43)ccc12	2	-1	1	2	-4	-1.1	1	-3	-5	-5
CCN(CC)CCCNC(=O)C1CCN(c2ncnc3c2sc2cccc(F)c23)CC1	1	6	-1	1	-2	0.0	-1	2	-9	1
CCOC(=O)c1c(NC(C)=O)sc2c(OCC(O)CNC(C)(C)C)c(Br)ccc12 (stereo not given)	14	-2	-3	-1	1	-1.1	-20	5	-3	13
CC1CCCCN1C(=O)/C(=C\c1ccccc1)c1ccccc1 (stereo not given)	-8	-3	-2	-4	-8	-1.0	-10	3	-9	-2
CC(=O)Nc1ccc(S(=O)(=O)N(C)CC(=O)OCC(=O)N2CC(C)OC(C)C2)cc1 (stereo not given)	-3	0	2	-4	-7	0.3	-4	-5	4	-2
O=C(CSc1nnc(CNC(=O)c2ccco2)o1)Nc1ccc(OC(F)(F)F)cc1	0	2	0	2	-6	-0.7	-2	3	1	-1
CC1(C)OC(=O)C2=C(C[C@@H](CCOCc3ccccc3)O[C@H]2c2ccc(F)cc2)O1	-1	-2	3	-1	-4	-1.9	.	-8	-2	-15
O=C(CCc1ccccc1)NCc1ccccn1	2	0	-6	2	-5	-0.9	0	6	7	-5

Fetched by compound from above:
SMILES	rCAG RNA binder	Rev-erbA mod	PRMT1 FP inh	LEDGF integ inh	SIAE primary	PG9 Ab binder	HTRA1 inh	TCR-CD3 inh	TDP2 inh	ABHD4 inh
COc1cc(C(=O)Nc2c(C)cc(C)cc2C)c(-n2cnnn2)cc1OC	-4	-4	4	-3	12	2.8	-2	0	5	10
O=C(O)c1ccc(CNC(=S)Nc2ccccc2)cc1	1	-2	-3	6	8	-1.1	2	7	3	1
O=C(CSc1ccc2c(c1)OCCO2)NCCN1C(=O)CSC1=O	2	3	5	-1	-1	-0.8	-5	2	-13	2
